Screening data (PubChem BioAssay)
SENP1 inh: human SENP1 catalytic domain inhibitors, primary screen, biochemical, FRET, uHTS; AID 624204, 2012; recombinant SENP1 catalytic domain, CyPet-SUMO1-YPet FRET cleavage; actives 0.21% (n = 360,000); inhibition, % at 10 µM;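 active = inhibition at least 30% at 10 µM, raw YFP signal under a set limit, fluorescence ratio 0.5 to 1.5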;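 also: 0% = enzyme with DMSO and 100% = no enzyme wells; some results filed as inactive read as strong as hits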
Target sequence (Q9P0U3 419-644 limits assumed): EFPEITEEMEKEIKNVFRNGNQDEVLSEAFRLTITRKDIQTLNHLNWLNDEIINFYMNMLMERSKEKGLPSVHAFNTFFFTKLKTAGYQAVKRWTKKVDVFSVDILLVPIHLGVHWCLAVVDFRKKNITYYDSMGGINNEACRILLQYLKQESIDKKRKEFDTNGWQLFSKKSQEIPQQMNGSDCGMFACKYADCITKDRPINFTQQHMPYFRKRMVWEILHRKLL
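Test system: human SENP1 catalytic domain; medium: Tris pH 8 buffer plus EDTA, NaCl, BME, BSA, NP40, catalase; incubation: 50 min reaction at room temperature; technique: FRET, CFP and YFP emission; controls: no-enzyme low control and enzyme-plus-DMSO high control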
SENP7 block: SENP7 protease inhibitors, primary screen, biochemical, luminescence, uHTS | inhibition, % at 5 µM | Sentrin-specific protease 7 (Homo sapiens), Q9BQF6 | AID 434973, 2010 | actives 1.5% (n = 330,000) | recombinant SENP7, Z-RLRGG-aminoluciferin luminescence, 40 min;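 active = inhibition above about 50% at the single test dose, limit read from the data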;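 also: plate controls were DMSO with enzyme for no effect and no enzyme buffer wells for full effect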
Target sequence (Q9BQF6 706-1050 limits assumed): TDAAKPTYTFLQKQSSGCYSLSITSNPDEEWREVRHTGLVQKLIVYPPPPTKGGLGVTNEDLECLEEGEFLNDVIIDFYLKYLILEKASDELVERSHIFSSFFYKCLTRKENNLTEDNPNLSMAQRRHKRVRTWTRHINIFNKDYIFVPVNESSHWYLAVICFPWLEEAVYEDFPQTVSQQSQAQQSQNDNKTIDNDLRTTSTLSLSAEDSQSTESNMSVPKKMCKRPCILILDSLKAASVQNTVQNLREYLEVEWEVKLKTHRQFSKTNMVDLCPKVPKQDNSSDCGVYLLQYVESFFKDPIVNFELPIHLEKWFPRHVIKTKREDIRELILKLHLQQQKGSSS
SENP6 block: SENP6 protease inhibitors, primary screen, biochemical, luminescence, uHTS; inhibition, % at 10 µM; Recombinant SENP6 catalytic domain, aminoluciferin luminescence; actives 1.8% (n = 330,000); AID 2599, 2010; Sentrin-specific protease 6 (Homo sapiens), Q9GZR1;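 active = inhibition above about 50% at the single tested dose, limit read from the data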;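 also: plate controls were DMSO wells with enzyme for no effect and DMSO wells lacking enzyme for full effect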
Apaf-1 inh: inhibitors of human Apaf-1 apoptosome, primary screen, biochemical, DEVD-Rh110 fluorescence, uHTS; Apoptotic protease-activating factor 1 (Homo sapiens), O14727; reconstituted apoptosome caspase-3 activity; inhibition, % at 20 µM; actives 0.71% (n = 330,000); AID 489030, 2010; active = inhibition of at least 40% at 20 µM;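 also: plate controls were DMSO wells for no effect and DEVD-CHO caspase inhibitor wells for full effect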
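System: reconstituted apoptosome with Apaf-1, cytochrome c, caspase-9, procaspase-3, dATP; Signal: Rh110 fluorescence intensity; Schedule: 30 min compound preincubation, 50 min activation, room temperature; Reagent: cytochrome c trigger plus (Z-DEVD)2-Rh110 caspase-3 substrate.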
PfG6PD inh: PfG6PD enzyme inhibitors, primary screen, biochemical, fluorescence intensity, uHTS; glucose-6-phosphate dehydrogenase-6-phosphogluconolactonase (Plasmodium falciparum 3D7); PfGluPho enzyme, NADPH resazurin-diaphorase fluorescence; inhibition, % at 20 µM; actives 0.78% (n = 350,000);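 active = inhibition reaching at least a set limit at 20 µM in the primary screen, cut at about 59% in these data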;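 also: 0% = DMSO wells with substrate and 100% = DMSO wells lacking glucose-6-phosphate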
SENP8 block-1: SENP8 protease inhibitors, primary screen, biochemical, luminescence. Sentrin-specific protease 8 (Homo sapiens), Q96LD8. AID 2540, 2010. inhibition, % at 10 µM. actives 1.2% (n = 330,000). purified SENP8, Z-RLRGG-aminoluciferin cleavage; in the data active = inhibition above about 50%
Target sequence (Q96LD8 whole entry, looked up): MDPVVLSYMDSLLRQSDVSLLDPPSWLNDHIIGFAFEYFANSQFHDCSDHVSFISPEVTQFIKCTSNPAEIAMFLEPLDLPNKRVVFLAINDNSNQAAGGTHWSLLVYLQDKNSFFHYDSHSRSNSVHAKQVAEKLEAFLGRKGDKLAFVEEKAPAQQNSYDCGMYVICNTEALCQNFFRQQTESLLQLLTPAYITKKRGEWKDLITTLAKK
HKDC1 inhibitor: HKDC1 hexokinase inhibitors, primary screen, biochemical, fluorescence, uHTS. recombinant HKDC1, G6PDH/diaphorase resazurin coupled fluorescence. inhibition, % at 20 µM. AID 493160, 2011. actives 0.16% (n = 340,000). Q2TB90;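 active = inhibition above about 35% when tested at 20 µM, limit read from the data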;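 also: plate controls were DMSO wells with enzyme for no effect and DMSO wells lacking enzyme for full effect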
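Material: recombinant HKDC1 hexokinase; Amount: HKDC1 at 5 µg/mL; Medium: Tris pH 8.0 buffer with MgCl2, Tween-20, BSA, BME; Schedule: 90 min reaction incubation at room temperature, dark; Technique: coupled resazurin fluorescence, excitation 525 nm, emission 613 nm.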
SENP8 block-2: human SENP8 protease inhibitors, primary screen, biochemical, fluorescence, Nedd8 protein substrate, uHTS | recombinant SENP8 | inhibition, % at 20 µM | actives 0.64% (n = 360,000) | AID 602440, 2012; in the data active = inhibition mostly above about 40%, no sharp cut-off; inactive = mostly below about 27%
* = called active by the depositor; x = no result given.

SMILES | SENP1 inh | SENP7 block | SENP6 block | Apaf-1 inh | PfG6PD inh | SENP8 block-1 | HKDC1 inhibitor | SENP8 block-2
CCOC(=O)/C(=C\c1cccc(O)c1)c1nc2sc(C)c(C)c2c(=O)[nH]1 | -69 | -7 | -5 | -4 | 69* | -12 | 3 | -17
Cc1ccc(S(=O)(=O)NN=Cc2cc(Cl)ccc2O)cc1 | -3 | x | x | x | -25 | x | -1 | -77
O=C(/C=C/c1ccc(Cl)cc1)NC(=S)Nc1ccc(N2CCOCC2)c(Cl)c1 | 1 | -5 | 12 | 6 | 23 | -13 | -8 | 17
COc1cccc(CC(=O)OCC(=O)NNC(=O)c2ccc(Br)cc2)c1 | 4 | 1 | -4 | 7 | -29 | -8 | 1 | 4
O=C(Cc1ccccc1Cl)Nc1ccc(S(=O)(=O)N2CCOCC2)cc1 | 2 | 1 | 5 | 7 | -13 | -4 | 3 | 4
CN1CCN(C(=O)c2ccc3c(=O)n4c(nc3c2)CCCCC4)CC1 | 0 | 10 | -19 | 6 | 2 | -3 | -4 | 12
COc1ccc(OCC(=O)N2CCN(c3nnc(-c4ccccc4)c4ccccc34)CC2)cc1 | 0 | 0 | -2 | 12 | -1 | -4 | -3 | 28
CCOC(=O)c1nn(-c2ccc(Cl)cc2)c2nc(-c3ccc(C)cc3)c(C#N)c(=O)n12 | 2 | 2 | -6 | 13 | -4 | 2 | -1 | -410
Cc1nc2ccccc2c(=O)n1/N=C/c1ccc(N(C)C)cc1 | 0 | 3 | 8 | -12 | -2 | -4 | -5 | -8
COc1ccc2cc(C(=O)Nc3ccc(F)cc3)sc(=O)c2c1OC | -10 | 2 | -5 | 6 | 0 | -2 | 2 | -59
O=C(NCc1ccc(F)cc1)c1cnc(-c2ccccn2)nc1C(F)(F)F | 2 | -5 | -6 | -3 | -2 | 1 | -3 | 20
c1ccc(-c2ccccc2OCCCCN2CCCCC2)cc1 | 2 | 1 | 0 | 0 | 0 | -8 | -11 | 19
CCN(CC)c1ccc2cc(/C(N)=N/NC(=O)c3cccs3)c(=O)oc2c1 | x | -3 | 1 | 10 | x | -1 | x | x
Oc1ccc(-c2[nH]ncc2-c2cccc3cccnc23)c(O)c1 | -1 | 5 | -5 | -23 | 5 | 1 | -7 | -31
O=C(CSc1nnc(Cn2c(=O)sc3ccccc32)n1CCc1ccccc1)N1CCCC1 | 2 | -2 | -26 | -2 | 29 | -11 | 3 | 7
CC(c1ccccc1)C1CC(=O)N(Cc2ccco2)C1=O (stereo not drawn) | -6 | -3 | -1 | 3 | 14 | 4 | -3 | 8
CCn1c(SCC(=O)NC2CCCC2)nnc1C(C)NC(=O)c1ccccc1Br (stereo not drawn) | 1 | 5 | 5 | 1 | -10 | -2 | -1 | 15
COc1ccccc1N1CCN(C(=O)CSc2nc3ccccc3nc2N2CCCCC2)CC1 | -5 | -4 | -6 | 17 | 18 | 6 | -1 | -115
O=C(Cn1cnc2sc(-c3ccccc3)cc2c1=O)NCCc1ccccc1 | -10 | -6 | -18 | 10 | -28 | -4 | -3 | -66
CC(OC(=O)Cn1[nH]c(=O)c2ccccc2c1=O)C(=O)Nc1cccc(Cl)c1 (stereo not drawn) | 0 | -9 | -4 | 1 | -7 | -11 | -1 | 12
O=C1CCc2cc(S(=O)(=O)Nc3cccc(F)c3)cc3c2N1CC3 | 2 | 2 | 2 | 6 | -15 | 2 | 1 | 5
CCCN(C(=O)CSCC(=O)Nc1cccc(C)c1)c1c(N)n(Cc2ccccc2)c(=O)[nH]c1=O | -4 | -3 | -9 | -6 | 15 | -2 | -6 | 5
COc1c(Cl)cc(C(=O)O)cc1Cl | 1 | 8 | -5 | 5 | -18 | -14 | 9 | 32
COC(=O)c1ccc(-c2noc(CN3CCCC(CNC(C)=O)C3)n2)cc1 (stereo not drawn) | 1 | 2 | -3 | 4 | -3 | -10 | -9 | 17
CC1=C(C#N)C(c2cccnc2)C2=C(CC(c3ccc(Cl)cc3)CC2=O)N1 (stereo not drawn) | -51 | 1 | -25 | -20 | 1 | 1 | -9 | -264

Going on with the list.
SMILES | SENP1 inh | SENP7 block | SENP6 block | Apaf-1 inh | PfG6PD inh | SENP8 block-1 | HKDC1 inhibitor | SENP8 block-2
O=C(Nc1ccccc1)Nc1nnc(-c2ccccc2)o1 | 1 | -8 | -20 | -4 | -16 | -6 | 2 | 15
Cc1cc(C)c(CN2CCN(CCCn3cnc(C(=O)Nc4ccc(C)c(C)c4)n3)CC2)c(C)c1 | -2 | x | x | x | 12 | x | 0 | 9
Cc1ccc(S(=O)(=O)c2nc(Nc3ccccc3C#N)sc2Cl)cc1 | -2 | 5 | -8 | -2 | 16 | 0 | -11 | 0
COC(=O)c1cn(NC(=O)Cn2nc([N+](=O)[O-])c(Cl)c2C)c(=O)c2ccccc12 | 2 | 2 | 9 | -14 | -6 | -2 | 6 | 12
COc1ccc(C2CC(c3ccccc3)=NN2c2ccccc2)c(C(=O)O)c1OC (stereo not drawn) | -88 | -13 | -20 | 11 | 11 | -5 | -4 | -369
CSCCC(NC(=O)C1CCC(C)CC1)C(=O)OCC(=O)c1ccc(Cl)cc1 (stereo not drawn) | 2 | 6 | -5 | -7 | -12 | 3 | -12 | 8
CCCOC(=O)C1=C(C)NC(=O)NC1c1cc2c(cc1Br)OCO2 (stereo not drawn) | 0 | -1 | -3 | 11 | -28 | -7 | 3 | 18
CCN1CCN(C(=O)CN(C)S(=O)(=O)c2ccc3ccccc3c2)CC1 | 0 | -4 | -9 | 7 | 7 | -4 | -11 | 17
Cc1nc2sc(-c3ccccc3)cc2c(=O)n1-n1cccc1 | 0 | 43 | 62* | 16 | -5 | 34 | -5 | -12
CCN1C(=O)/C(=C2\SC(=S)N(NC(=O)c3cccnc3)C2=O)c2ccccc21 | 2 | -4 | -12 | 2 | 11 | 0 | 16 | 20
CC(C)(C)NC(=O)C(c1ccco1)N(Cc1ccc(F)cc1)C(=O)c1snc(C(N)=O)c1N (stereo not drawn) | -9 | 5 | -2 | -8 | 6 | 4 | 15 | -282
CCC(C)C(=O)Nc1cc(Cl)ccc1C(=O)O (stereo not drawn) | 1 | 0 | -2 | -4 | -1 | 3 | -4 | 4
O=C(NCCCCc1ccccc1)c1ccccc1 | 1 | -4 | -4 | 4 | 7 | -11 | -5 | 4
COc1ccc(S(=O)(=O)N2CCCCC2)cc1NC(=O)c1ccco1 | 3 | 6 | -5 | 19 | 11 | 0 | -7 | -5
CCOC(=O)C(Cc1c[nH]c2ccccc12)NC(=O)c1ccco1 (stereo not drawn) | -1 | 5 | -5 | -3 | -4 | -2 | 5 | 8
COc1ccccc1NS(=O)(=O)c1cccc(C(=O)NCC(c2ccc(F)cc2)N2CCOCC2)c1 (stereo not drawn) | 0 | -10 | -6 | 10 | 21 | 0 | -8 | 9
COc1ccc(NC(=O)Nc2cccc3ccccc23)cc1S(N)(=O)=O | -1 | -2 | -3 | 3 | 5 | 8 | 1 | -46
O=C(NC1CCCC1)C1CC(=O)N(CCc2ccccc2)C1 (stereo not drawn) | 4 | 5 | 8 | -4 | 4 | 1 | -4 | 20
C=CCNC(=O)c1onc(CSc2nc3ccccc3[nH]2)c1C(=O)NCC=C | 1 | 5 | -2 | -4 | 16 | 10 | -4 | 5
Cc1cc(NC(=O)CSc2nnc(-c3ccco3)n2C)no1 | 2 | 3 | -7 | -11 | -4 | 8 | -4 | 5
Cc1ccc(NC(=O)C(=O)NCC2CCN(C(=O)c3cccc([N+](=O)[O-])c3)CC2)cc1 | 1 | 3 | 1 | -2 | 9 | 0 | -7 | 18
Cc1cccc(NC(=O)c2cc3c(=O)n4ccccc4nc3s2)c1 | -24 | 14 | -12 | 18 | 9 | -13 | 5 | -317
Oc1ccc2ccccc2c1Br | 1 | -2 | 2 | -5 | 19 | 1 | 17 | -1
O=C(CCC(=O)OCC(=O)c1cccc([N+](=O)[O-])c1)NC1CCCCC1 | -2 | -3 | -41 | -4 | 1 | 1 | 2 | 6
Cc1cc(Br)ccc1NC(=O)CNC(=O)CSc1nccn1C | -1 | 4 | 15 | 2 | 23 | 2 | -1 | 13

Later entries:
SMILES | SENP1 inh | SENP7 block | SENP6 block | Apaf-1 inh | PfG6PD inh | SENP8 block-1 | HKDC1 inhibitor | SENP8 block-2
Cc1ccc(C2C3=C(CC(C)(C)CC3=O)OC3=C2C(=O)CC(C)(C)C3)cc1 | 1 | -9 | -4 | 17 | -26 | -12 | -11 | 16
COc1cccc(S(=O)(=O)NCc2ccc(C(=O)N3CCN(C)CC3)cc2)c1 | -1 | 9 | 10 | 4 | -6 | -3 | 2 | 13
Cc1ccc(N(CC(=O)N=Nc2c(O)[nH]c3ccccc23)S(C)(=O)=O)c(C)c1 | 3 | -3 | 5 | 10 | -3 | -3 | 4 | 23
COc1ccc(N2CCN(C(=O)Cc3ccc(C)cc3)CC2)cc1 | 0 | -5 | 11 | -4 | 25 | -4 | -2 | 14
CCOC(=O)c1nn(-c2ccc(C)cc2)c(=O)cc1OCC(=O)Nc1cccc(OC)c1 | 0 | 3 | -5 | 14 | -5 | 11 | -4 | -54
Cc1ccc(C(=O)OCc2cc3ccccc3[nH]c2=O)cc1 | 1 | -10 | -15 | 6 | -5 | -2 | -6 | -31
Cc1ccc(S(=O)(=O)c2nc(-c3ccc(F)cc3)oc2N2CCOCC2)cc1 | -2 | 3 | 10 | 13 | 12 | -2 | -2 | 8
CC(=O)N1CCN(CC(=O)Nc2ccc(C)c(F)c2)CC1 | 0 | 3 | -2 | -3 | 0 | -7 | 0 | 3
CCOC(=O)c1sc(NC(=O)CSc2n[nH]c(-c3ccc(Cl)cc3Cl)n2)c(C#N)c1C | -2 | -7 | -1 | 17 | -60 | -1 | 3 | -23
COC(=O)[C@H](Cc1ccccc1)NC(=O)NCCc1ccc(OC)cc1 | 1 | -10 | 7 | -2 | -10 | 5 | -2 | 18
CSc1nnc(C)c(=O)n1COC(=O)/C=C/c1ccccc1 | -3 | 10 | -21 | -10 | 6 | -5 | -2 | -5
